# Mtb BioA inh = M. tuberculosis BioA enzyme inhibitors, primary screen, biochemical, plate reader, single point, HTS; purified M. tuberculosis BioA enzyme; inhibition, % at 9.99 µM; actives 0.096% (n = 360,000); AID 602481, 2012; in the data active = inhibition above about 40%
# Active calls of the source: *.
SMILES,Mtb BioA inh
C[C@H]1CCCCO[C@@H](CN(C)CC2CCCCC2)[C@@H](C)CN([C@@H](C)CO)C(=O)c2cc(NC(=O)Nc3ccc(F)cc3)ccc2O1,1.7
COc1ccccc1-c1ccc2n(c1=O)C[C@H]1[C@H](CO)[C@@H](C(=O)N[C@@H](C)c3ccccc3)[C@@H]2N1C,-1.1
O=C(C[C@@H]1CC[C@H]2[C@@H](COC[C@@H](O)CN2S(=O)(=O)c2cccc(Cl)c2)O1)Nc1ccc(-c2ccccc2)cc1,-0.9
C[C@H]1CN([C@@H](C)CO)C(=O)c2cc(C#Cc3ccccc3F)cnc2O[C@H]1CN(C)C(=O)Cc1ccncc1,0.0
C[C@@H]1CN([C@H](C)CO)C(=O)Cc2cc(NS(=O)(=O)c3ccc(Cl)cc3)ccc2O[C@H]1CN(C)S(C)(=O)=O,1.3
COCC(=O)N1CCCCN2[C@H](CO)[C@@H](c3ccc(C#Cc4cccnc4)cc3)[C@@H]2C1,11
Cc1cccc(-c2ccc([C@@H]3[C@H](CO)N4CCCCN(C(=O)c5ccncc5)C[C@@H]34)cc2)c1,-1.5
O=C(NC1CCCCC1)N[C@@H]1C=C[C@H](CC(=O)N2CCOCC2)O[C@H]1CO,-0.8
CCC(=O)N1[C@H](CO)[C@@H](c2ccc(-c3ccc(F)cc3)cc2)[C@@H]1CN(C)C(C)=O,-0.8
CC(C)NC(=O)N[C@H]1CC[C@H](CCNS(=O)(=O)c2ccc(Cl)cc2)O[C@@H]1CO,0.0

# Next part; the last five above are carried over.
SMILES,Mtb BioA inh
COCC(=O)N1CCCCN2[C@H](CO)[C@@H](c3ccc(C#Cc4cccnc4)cc3)[C@@H]2C1,11
Cc1cccc(-c2ccc([C@@H]3[C@H](CO)N4CCCCN(C(=O)c5ccncc5)C[C@@H]34)cc2)c1,-1.5
O=C(NC1CCCCC1)N[C@@H]1C=C[C@H](CC(=O)N2CCOCC2)O[C@H]1CO,-0.8
CCC(=O)N1[C@H](CO)[C@@H](c2ccc(-c3ccc(F)cc3)cc2)[C@@H]1CN(C)C(C)=O,-0.8
CC(C)NC(=O)N[C@H]1CC[C@H](CCNS(=O)(=O)c2ccc(Cl)cc2)O[C@@H]1CO,0.0
C[C@H](CO)N1C[C@H](C)[C@H](CN(C)Cc2ccc(-c3ccccc3)cc2)OCc2cnnn2CCCC1=O,3.9
C[C@@H]1CN([C@@H](C)CO)C(=O)c2cc(NC(=O)Nc3cccc4ccccc34)ccc2O[C@@H](C)CCCCO[C@@H]1CN(C)C(=O)NC1CCCCC1,2.3
C[C@H](CO)N1C[C@H](C)[C@H](CN(C)S(=O)(=O)c2cccs2)Oc2c(NC(=O)Nc3ccc(C(F)(F)F)cc3)cccc2C1=O,0.4
C[C@@H]1CN([C@@H](C)CO)C(=O)Cc2cc(NC(=O)CCN3CCOCC3)ccc2O[C@H]1CN(C)Cc1ccncc1,-0.2
Cc1ccccc1-c1cnc2c(c1)C(=O)N([C@@H](C)CO)C[C@H](C)[C@@H](CN(C)C(=O)c1ccncc1)O2,-0.7
COc1ccc(CN(C)C[C@@H]2Oc3ccc(NC(=O)Nc4ccc(F)cc4)cc3CC(=O)N([C@@H](C)CO)C[C@H]2C)cc1,2.7
CNC(=O)C[C@H]1CC[C@H]2[C@H](COc3ccc(NC(=O)c4ccc(F)cc4)cc3C(=O)N2C)O1,0.6
CCS(=O)(=O)Nc1ccc2c(c1)C(=O)N(C)C[C@H](OC)[C@@H](C)CN(C(C)=O)[C@@H](C)CO2,-3.3
C[C@@H]1CCCCO[C@@H](CN(C)C(=O)Nc2ccc3c(c2)OCO3)[C@@H](C)CN([C@H](C)CO)C(=O)c2cc(NS(=O)(=O)c3cn(C)cn3)ccc2O1,-2.1
Cc1noc(C)c1S(=O)(=O)N(C)C[C@@H]1OCc2ccccc2-c2ccccc2C(=O)N([C@@H](C)CO)C[C@@H]1C,0.1
C[C@@H]1CCCCO[C@H](CN(C)CC2CCCCC2)[C@H](C)CN([C@H](C)CO)C(=O)c2cc(NC(=O)Nc3ccc(C(F)(F)F)cc3)ccc2O1,5.6
C[C@@H]1CN([C@H](C)CO)C(=O)c2cc(NC(=O)Cc3ccccc3)ccc2O[C@@H]1CN(C)S(=O)(=O)c1cn(C)cn1,-1.0
C[C@@H]1CN([C@H](C)CO)C(=O)c2cc(NC(=O)c3ccccc3)ccc2O[C@@H](C)CCCCO[C@H]1CN(C)C(=O)c1ccncc1,-0.4
C[C@@H]1CN([C@H](C)CO)C(=O)c2ccccc2-c2ccccc2CO[C@H]1CN(C)S(=O)(=O)c1ccc(C#N)cc1,1.2
COc1ccccc1NC(=O)N[C@@H]1CC[C@@H](CCNC(=O)Cc2ccccn2)O[C@H]1CO,-4.1
CCCNC(=O)N(C)C[C@H]1Oc2ncc(C#CC3(O)CCCC3)cc2C(=O)N([C@H](C)CO)C[C@@H]1C,-2.8
C[C@H](CO)N1C[C@H](C)[C@H](CN(C)C(=O)Nc2ccc3c(c2)OCO3)Oc2ccc(NS(=O)(=O)c3ccc(Cl)cc3)cc2C1=O,1.8
CC(C)NC(=O)N(C)C[C@@H]1Oc2ccc(NC(=O)Cc3cn(C)c4ccccc34)cc2CC(=O)N([C@@H](C)CO)C[C@H]1C,1.4
C[C@@H]1CN([C@@H](C)CO)C(=O)c2cc(/C=C/c3ccccc3)cnc2O[C@@H]1CN(C)S(=O)(=O)c1cn(C)cn1,0.5
COc1ccc(C#Cc2ccc3c(c2)[C@]2(C(=O)N3)[C@H](c3ccccc3OCCO)N3[C@H](c4ccccc4)[C@H](c4ccccc4)OC(=O)[C@H]3[C@@H]2C(=O)N2CCCCCCC2)cc1,-2.9
O=C(Cc1ccncc1)NCC[C@@H]1CC[C@@H](NS(=O)(=O)c2ccccc2Cl)[C@H](CO)O1,-2.0
CO[C@@H]1CC[C@@H]2CCN(C)C(=O)[C@@H](C)[C@H](OC)CN(C)C(=O)c3cc(C#N)ccc3OC[C@@H]1O2,-0.3
O=C(C1CC1)N1CCCCN2[C@H](CO)[C@H](c3ccc(-c4ccncc4)cc3)[C@@H]2C1,-0.7
CCC(=O)N1C[C@@H](O)COC[C@H]2O[C@@H](CC(=O)NCc3ccc(Oc4ccccc4)cc3)CC[C@@H]21,-1.6
Cc1noc(C)c1NC(=O)N(C)C[C@@H]1Oc2c(NC(=O)C3CCOCC3)cccc2C(=O)N([C@H](C)CO)C[C@H]1C,0.9
C[C@H]1CN([C@@H](C)CO)C(=O)c2cc(-c3cccc(F)c3)cnc2O[C@@H]1CN(C)CC1CCCC1,0.4
O=C(N[C@H]1CC[C@@H](CCNC(=O)C2CC2)O[C@H]1CO)c1ccccn1,0.8
COc1cccc(S(=O)(=O)N2CCCCN3[C@H](C2)[C@@H](c2ccc(-c4cccnc4)cc2)[C@@H]3CO)c1,3.1
CC=Cc1ccc2n(c1=O)C[C@H]1[C@H](CO)[C@@H](C(=O)N(C)C)[C@@H]2N1CC1CC1 (mixture of isomers),-1.8
O=C(Cc1ccccn1)NCC[C@@H]1CC[C@@H](NC(=O)CN2CCOCC2)[C@H](CO)O1,1.3
COc1ccc(NC(=O)N(C)C[C@H]2OCCCC[C@H](C)Oc3ccc(N(C)C)cc3C(=O)N([C@H](C)CO)C[C@@H]2C)cc1,0.1
C[C@@H]1CN([C@H](C)CO)S(=O)(=O)c2ccc(/C=C/c3ccccc3)cc2O[C@H]1CN(C)C(=O)Nc1cc(F)ccc1F,-0.1
Cc1ccc(S(=O)(=O)N(C)C[C@@H]2OCCCC[C@@H](C)Oc3ccc(NC(=O)NC4CCCCC4)cc3C(=O)N([C@@H](C)CO)C[C@H]2C)cc1,-1.4
COc1ccc(NC(=O)N(C)C[C@@H]2Oc3ccc(NC(=O)CCN4CCOCC4)cc3CC(=O)N([C@@H](C)CO)C[C@@H]2C)cc1,4.5
COc1ccc(CN(C)C[C@H]2OCCCC[C@@H](C)Oc3ccc(NC(=O)c4ccccc4)cc3C(=O)N([C@@H](C)CO)C[C@H]2C)cc1,1.6
CO[C@H]1CN(C)C(=O)c2cc(NC(=O)Nc3c(C)noc3C)ccc2OC[C@H](C)N(C)C[C@@H]1C,-3.6
CNC[C@H]1Oc2ccc(NC(=O)Cn3cnnn3)cc2C(=O)N([C@@H](C)CO)C[C@@H]1C,0.9
O=C(C[C@H]1C[C@H]2c3cc(NC(=O)Cc4ccncc4)ccc3O[C@H]2[C@H](CO)O1)NCc1cccc(F)c1,-1.4
O=C(C[C@H]1CC[C@@H]2[C@H](COC[C@@H](O)CN2C(=O)Nc2ccc(Cl)c(Cl)c2)O1)NCc1ccccc1,1.4
C[C@H]1CCCCO[C@@H](CN(C)C(=O)Nc2ccc3c(c2)OCO3)[C@@H](C)CN([C@@H](C)CO)C(=O)c2cc(NC(=O)CCC(F)(F)F)ccc2O1,-5.7
CC(C)NC(=O)N(C)C[C@@H]1OCCCC[C@@H](C)Oc2ccc(NC(=O)Cc3ccccc3)cc2C(=O)N([C@@H](C)CO)C[C@H]1C,-3.1
Cc1noc(C)c1NC(=O)N[C@@H]1CC[C@@H](CC(=O)Nc2ccccc2)O[C@H]1CO,-0.5
Cc1noc(C)c1NC(=O)Nc1cccc2c1O[C@@H](CN(C)C(=O)Nc1c(C)noc1C)[C@H](C)CN([C@@H](C)CO)C2=O,0.0
Cc1cccc(S(=O)(=O)N2CCCCN3[C@H](CO)[C@H](c4ccc(-c5ccncc5)cc4)[C@@H]3C2)c1,-1.8
COC(=O)C[C@H]1CC[C@@H]2[C@H](COc3ccc(NC(=O)Nc4ccccc4C)cc3C(=O)N2C)O1,-2.5
CN(C)CC(=O)N[C@H]1C=C[C@H](CC(=O)NCCN2CCCCC2)O[C@H]1CO,-2.5
C[C@@H]1CN([C@H](C)CO)C(=O)Cc2cc(NC(=O)CCCN(C)C)ccc2O[C@@H]1CN(C)Cc1ccc(Oc2ccccc2)cc1,-1.5
Cc1cc(C(=O)Nc2cccc3c2O[C@H](CN(C)Cc2ccc(C(=O)O)cc2)[C@@H](C)CN([C@@H](C)CO)C3=O)n(C)n1,-7.7
Cc1noc(C)c1S(=O)(=O)Nc1cccc2c1O[C@@H](CN(C)C(=O)Nc1ccc(F)cc1)[C@@H](C)CN([C@H](C)CO)C2=O,0.8
C[C@H]1CN([C@@H](C)CO)C(=O)c2cc(NC(=O)NC3CCCCC3)ccc2O[C@H]1CN(C)S(=O)(=O)c1ccc(Cl)cc1,-0.3

# An excerpt from above in order of formula weight, rising.
SMILES,Mtb BioA inh
Cc1noc(C)c1NC(=O)N[C@@H]1CC[C@@H](CC(=O)Nc2ccccc2)O[C@H]1CO,-0.5
COC(=O)C[C@H]1CC[C@@H]2[C@H](COc3ccc(NC(=O)Nc4ccccc4C)cc3C(=O)N2C)O1,-2.5
Cc1cc(C(=O)Nc2cccc3c2O[C@H](CN(C)Cc2ccc(C(=O)O)cc2)[C@@H](C)CN([C@@H](C)CO)C3=O)n(C)n1,-7.7

# (cont.)
SMILES,Mtb BioA inh
CCCNC(=O)C[C@H]1CC[C@H]2[C@@H](COC[C@H](O)CN2Cc2cccc(F)c2)O1,-0.1
C[C@@H]1CN([C@@H](C)CO)C(=O)Cc2cc(N(C)C)ccc2O[C@H]1CN(C)S(C)(=O)=O,-0.1
C[C@@H](NC(=O)[C@@H]1[C@@H](CO)[C@@H]2Cn3c(ccc(-c4ccccc4)c3=O)[C@@H]2N1C)c1ccccc1,1.6
Cc1ccc(S(=O)(=O)N(C)C[C@H]2Oc3c(NC(=O)Nc4c(C)noc4C)cccc3C(=O)N([C@H](C)CO)C[C@H]2C)cc1,0.3
C[C@H]1CCCCO[C@H](CN(C)Cc2ccc(C(F)(F)F)cc2)[C@@H](C)CN([C@@H](C)CO)C(=O)c2cc(NC(=O)Nc3ccccc3)ccc2O1,-1.8
C[C@@H]1CCCCO[C@@H](CN(C)S(=O)(=O)c2cccs2)[C@@H](C)CN([C@H](C)CO)C(=O)c2cc(NC(=O)C3CCCCC3)ccc2O1,-2.7
C[C@H](CO)N1C[C@H](C)[C@@H](CN(C)CC2CC2)Oc2ccc(NC(=O)Nc3cccc4ccccc34)cc2CC1=O,-1.6
CS(=O)(=O)Nc1ccc2c(c1)[C@@H]1C[C@@H](CC(=O)N3CCCCC3)O[C@H](CO)[C@@H]1O2,-3.1
COc1ccc(NC(=O)N(C)C[C@H]2Oc3ccc(NC(=O)NC(C)C)cc3C(=O)N([C@@H](C)CO)C[C@@H]2C)cc1,3.6
C[C@H]1CN([C@@H](C)CO)C(=O)Cc2cc(NC(=O)Nc3ccc(C(F)(F)F)cc3)ccc2O[C@@H]1CN(C)Cc1ccccc1,-1.1
Cc1ccccc1-c1ccc2c(c1)O[C@@H](CN(C)C(=O)Nc1ccccc1)[C@@H](C)CN([C@H](C)CO)S2(=O)=O,2.4
C[C@@H]1CN([C@H](C)CO)C(=O)c2cc(C#CCN(C)C)cnc2O[C@H]1CN(C)C(=O)NC1CCCCC1,-0.4
O=C(C[C@@H]1C[C@H]2c3cc(NC(=O)C4CCC4)ccc3O[C@H]2[C@@H](CO)O1)NCc1cc(F)ccc1F,-1.9
C[C@@H]1CN([C@H](C)CO)C(=O)c2cccc(NC(=O)Nc3ccc(C(F)(F)F)cc3)c2O[C@@H]1CN(C)CC1CCCCC1,-0.4
CO[C@@H]1CN(C)C(=O)c2ccc(NC(C)=O)cc2OC[C@H](C)N(C(=O)Cc2cccnc2)C[C@@H]1C,1.7
CCCNC(=O)C[C@@H]1CC[C@H]2[C@@H](COC[C@H](O)CN2C(=O)c2ccccn2)O1,-1.9
Cc1ccccc1-c1ccc([C@@H]2[C@@H](CO)N3CCCCN(C(=O)Nc4cccc(F)c4)C[C@@H]23)cc1,1.0
COc1cccc(-c2ccc3c(c2)O[C@H](CN(C)C(=O)C2CC2)[C@H](C)CN([C@H](C)CO)S3(=O)=O)c1,0.2

# Screens from PubChem BioAssay.

# Not all compounds are listed; the hit share may differ from the screen's.
